SENP1 FRET inh: human SENP1 catalytic domain inhibitors, primary screen, biochemical, FRET, uHTS; Sentrin-specific protease 1 (Homo sapiens), Q9P0U3; inhibition, % at 10 µM; 360,000 compounds, 0.21% hits; recombinant SENP1 catalytic domain, CyPet-SUMO1-YPet FRET cleavage;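 active = inhibition at least 30% at 10 µM, raw YFP signal under a set limit, fluorescence ratio 0.5 to 1.5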;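 also: 0% = enzyme with DMSO and 100% = no enzyme wells; some results filed as inactive read as strong as hits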
Target sequence (Q9P0U3 419-644 limits assumed): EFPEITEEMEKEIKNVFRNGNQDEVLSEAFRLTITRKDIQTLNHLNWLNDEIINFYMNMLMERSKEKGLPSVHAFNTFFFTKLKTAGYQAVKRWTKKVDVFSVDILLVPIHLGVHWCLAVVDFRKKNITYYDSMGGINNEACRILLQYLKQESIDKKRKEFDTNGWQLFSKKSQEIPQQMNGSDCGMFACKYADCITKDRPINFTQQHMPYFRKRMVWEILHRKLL
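system = hSENP1 catalytic domain, recombinant | reagent = SFCypet-SUMO1-SFYpet substrate at 25 nM | doses = one dose per compound, 10 µM, 0.5% DMSO | incubation = enzyme reaction for 50 min at room temperature, dark | measured by = FRET, CFP and YFP emission | controls = no-enzyme low, enzyme-DMSO high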
APOBEC3G inh: APOBEC3G DNA deaminase inhibitors, primary screen, biochemical, fluorescence, single-stranded DNA substrate, uHTS | DNA dC->dU-editing enzyme APOBEC-3G (Homo sapiens), Q9HC16 | recombinant A3G, ssDNA deamination FAM/TAMRA fluorescence | inhibition, % at 20 µM | 330,000 compounds, 0.28% hits;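 active = inhibition of at least 40% at 20 µM, with no more than 30% in the related APOBEC3A deaminase screen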;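 also: plate controls were DMSO wells with A3G for no effect and wells lacking A3G enzyme for full effect; some compounds called inactive have numbers as strong as hits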
SENP7 inh: SENP7 protease inhibitors, primary screen, biochemical, luminescence, uHTS. inhibition, % at 5 µM. recombinant SENP7, Z-RLRGG-aminoluciferin luminescence, 40 min. Sentrin-specific protease 7 (Homo sapiens), Q9BQF6. 330,000 compounds, 1.5% hits;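 active = inhibition above about 50% at the single test dose, limit read from the data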;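 also: plate controls were DMSO with enzyme for no effect and no enzyme buffer wells for full effect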
Target sequence (Q9BQF6 706-1050 limits assumed): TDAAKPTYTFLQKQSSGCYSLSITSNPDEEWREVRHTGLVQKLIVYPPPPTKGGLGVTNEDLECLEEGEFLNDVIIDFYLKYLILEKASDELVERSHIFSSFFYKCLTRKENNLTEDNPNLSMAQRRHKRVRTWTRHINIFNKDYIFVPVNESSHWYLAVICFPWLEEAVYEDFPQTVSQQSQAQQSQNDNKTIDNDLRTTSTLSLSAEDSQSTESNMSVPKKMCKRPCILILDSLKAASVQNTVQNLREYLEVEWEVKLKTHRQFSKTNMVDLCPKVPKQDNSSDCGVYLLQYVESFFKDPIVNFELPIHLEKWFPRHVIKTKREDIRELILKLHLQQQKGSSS
SENP8 block-1: SENP8 protease inhibitors, primary screen, biochemical, luminescence | inhibition, % at 10 µM | purified SENP8, Z-RLRGG-aminoluciferin cleavage | AID 2540, 2010 | Sentrin-specific protease 8 (Homo sapiens), Q96LD8 | 330,000 compounds, 1.2% hits; in the data active = inhibition above about 50%
SENP6 block: SENP6 protease inhibitors, primary screen, biochemical, luminescence, uHTS; Recombinant SENP6 catalytic domain, aminoluciferin luminescence; inhibition, % at 10 µM; Sentrin-specific protease 6 (Homo sapiens), Q9GZR1; 330,000 compounds, 1.8% hits;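 active = inhibition above about 50% at the single tested dose, limit read from the data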;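 also: plate controls were DMSO wells with enzyme for no effect and DMSO wells lacking enzyme for full effect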
Target sequence (Q9GZR1 628-1112 limits assumed): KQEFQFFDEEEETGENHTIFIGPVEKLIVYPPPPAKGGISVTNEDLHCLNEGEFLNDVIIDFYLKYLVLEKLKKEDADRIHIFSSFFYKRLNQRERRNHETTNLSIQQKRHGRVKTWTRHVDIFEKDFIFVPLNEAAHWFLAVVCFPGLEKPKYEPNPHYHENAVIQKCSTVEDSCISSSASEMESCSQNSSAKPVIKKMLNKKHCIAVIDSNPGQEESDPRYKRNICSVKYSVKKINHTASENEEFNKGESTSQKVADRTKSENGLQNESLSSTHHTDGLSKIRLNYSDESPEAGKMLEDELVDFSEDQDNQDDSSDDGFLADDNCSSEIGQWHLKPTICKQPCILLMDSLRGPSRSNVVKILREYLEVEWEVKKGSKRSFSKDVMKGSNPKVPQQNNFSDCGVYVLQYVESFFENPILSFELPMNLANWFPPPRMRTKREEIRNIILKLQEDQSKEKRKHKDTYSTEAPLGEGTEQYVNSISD
SENP8 block-2: human SENP8 protease inhibitors, primary screen, biochemical, fluorescence, Nedd8 protein substrate, uHTS; 360,000 compounds, 0.64% hits; recombinant SENP8; AID 602440, 2012; Sentrin-specific protease 8 (Homo sapiens), Q96LD8; inhibition, % at 20 µM; in the data active = inhibition mostly above about 40%, no sharp cut-off; inactive = mostly below about 27%
UBC13 inh: UBC13 polyubiquitin chain formation inhibitors, primary screen, biochemical, TR-FRET, uHTS | Ubiquitin-conjugating enzyme E2 N (Homo sapiens), P61088 | inhibition, % at 20 µM | 330,000 compounds, 0.47% hits; in the data active = inhibition above about 45%, passing the limit was not always enough; inconclusive = no clear call, values can overlap the other calls
Apaf-1 inh: inhibitors of human Apaf-1 apoptosome, primary screen, biochemical, DEVD-Rh110 fluorescence, uHTS; reconstituted apoptosome caspase-3 activity; inhibition, % at 20 µM; 330,000 compounds, 0.71% hits; AID 489030, 2010; active = inhibition of at least 40% at 20 µM;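 also: plate controls were DMSO wells for no effect and DEVD-CHO caspase inhibitor wells for full effect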
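Material: biochemical Apaf-1 apoptosome reconstitution. Medium: Hepes buffer, pH 7.5. Also added: cytochrome c activation, bis-DEVD rhodamine 110 substrate. Timing: 30 min compound preincubation, 50 min activation, room temperature. Measured by: rhodamine 110 fluorescence at Ex 480/Em 540 nm.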
Numbers without * were called inactive; ? = inconclusive; · = no result given.

SMILES	SENP1 FRET inh	APOBEC3G inh	SENP7 inh	SENP8 block-1	SENP6 block	SENP8 block-2	UBC13 inh	Apaf-1 inh
CCN1C(=O)C(CC(=O)Nc2c(C)cccc2C)Nc2cc(S(=O)(=O)N(C)C)ccc21 (stereo unspecified)	-16	-12	4	1	-4	-46	11	-6
CCOc1cc(C2C3=C(CC(C)(C)CC3=O)N(CCCOC)C3=C2C(=O)CC(C)(C)C3)ccc1O	-101	-2	14	-4	-9	-69	-12	3
Cc1ccccc1OCCC(=O)N1CCN(S(=O)(=O)c2ccc(F)cc2)CC1	0	-4	-1	7	0	-4	-1	16
O=C(COC(=O)c1cc(Cl)ccc1O)NCCNC(=O)COC(=O)c1cc(Cl)ccc1O	2	4	4	-5	4	-301	22	2
CCOc1ccccc1NC(=O)C1=C(C)NC(=O)NC1c1cccs1 (stereo unspecified)	0	-4	5	2	5	8	8	-1
CSc1cccc(NC(=O)CN(C)S(=O)(=O)c2ccccc2)c1	2	-2	4	0	12	25	-2	-7
CCOc1ccc(NC(=S)N2CCCN(Cc3cc(C)ccc3C)C2)cc1	0	-5	-2	-4	-16	8	5	-11
Cc1cccc(C)c1NC(=O)COC(=O)c1ccc([N+](=O)[O-])o1	0	-5	13	11	29	36	-8	-1
Cc1cccc(OCC(=O)N2CCC3(CC2)CC(=O)c2ccccc2O3)c1	1	-3	7	-10	-3	-16	3	15
Cc1nc(N/N=C/c2ccc(O)cc2)c2cnn(-c3ccccc3)c2n1	-25	-5	0	-5	-10	-293	21	-1
COCC(C)n1c(C)cc(C(=O)CSc2ncccn2)c1C (stereo unspecified)	0	-2	6	4	3	-30	3	0
Cc1cc(=O)n2nc(N3CCC(C(=O)Nc4c(F)c(F)c(F)c(F)c4F)CC3)sc2n1	-1	-1	1	-7	-3	6	0	0
CCN(CC)S(=O)(=O)c1cc(C(=O)Nc2ccncc2)ccc1Cl	2	0	0	0	-5	17	6	-11
O=C1NC(=O)/C(=C\c2ccccc2OCc2ccccc2)S1	3	-7	-7	-1	3	-13	-11	8
Cc1cc(-c2ccc(S(=O)(=O)NCc3ccc(F)cc3)cc2)on1	1	-8	-9	4	-9	12	-3	3
S=c1[nH]nc(COc2ccc(Cl)cc2)n1-c1ccc(Cl)cc1	1	-3	-4	3	-15	8	-3	2
O=C(Nc1nc2c(s1)CCCC2)c1cccc(S(=O)(=O)N2CCCc3ccccc32)c1	1	-10	-3	-10	-2	-69	-8	28
CC(C)NC(=S)N/N=C/c1sc(N2CCCCC2)nc1-c1cccs1	-23	0	12	7	30	-247	-10	30
COc1cc2c(cc1OC)C(C(=O)NCC1COc3ccccc3O1)C(c1cccnc1)N(C)C2=O (stereo unspecified)	·	5	6	0	-7	·	2	-2
COCC(=O)N1CCC(Oc2ccc(C(=O)N[C@H](C(=O)OC)C(C)C)cc2)CC1	2	-4	15	-3	1	10	-5	-3
Cc1cc(C)c(S(=O)(=O)N2CCCOC2CNC(=O)C(=O)NCc2cccs2)c(C)c1 (stereo unspecified)	1	-6	-5	1	-12	11	-6	0
Cc1ccc(S(=O)(=O)N=S(CC2CC2(Cl)Cl)CC2CC2(Cl)Cl)cc1 (stereo unspecified)	2	1	13	-2	-9	25	-2	8
O=C(COc1ccc(Br)cc1)Nc1ccc(N2CCOCC2)cc1N1CCOCC1	3	-6	8	-2	2	6	-15	17
Cc1ccccc1C(=O)N1CCC(C(=O)OCc2nc(N)nc(Nc3ccccc3)n2)CC1	-1	-8	-7	-18	-7	-8	8	16
Cc1cccc(NC(=O)c2nc[nH]c2C(=O)NCc2ccccc2)c1	0	-9	-10	-15	-27	-11	-5	24

The closing four entries of the part before open the next one.
SMILES	SENP1 FRET inh	APOBEC3G inh	SENP7 inh	SENP8 block-1	SENP6 block	SENP8 block-2	UBC13 inh	Apaf-1 inh
Cc1ccc(S(=O)(=O)N=S(CC2CC2(Cl)Cl)CC2CC2(Cl)Cl)cc1 (stereo unspecified)	2	1	13	-2	-9	25	-2	8
O=C(COc1ccc(Br)cc1)Nc1ccc(N2CCOCC2)cc1N1CCOCC1	3	-6	8	-2	2	6	-15	17
Cc1ccccc1C(=O)N1CCC(C(=O)OCc2nc(N)nc(Nc3ccccc3)n2)CC1	-1	-8	-7	-18	-7	-8	8	16
Cc1cccc(NC(=O)c2nc[nH]c2C(=O)NCc2ccccc2)c1	0	-9	-10	-15	-27	-11	-5	24
O=C(O)c1cccc(-n2nnnc2SCc2ccccc2Cl)c1	0	-3	-3	-1	-7	3	1	-5
COc1cc(C#N)c(NC(=O)CN2CCN(CCO)CC2)cc1OC	-1	-5	4	-12	-16	12	-7	8
Nc1cccc(-c2cc(-c3ccccc3)nc(-c3cccc(N)c3)n2)c1	-34	-4	2	2	4	-335	29	-1
COc1ccc(CNC(=O)CSc2nnc3c(n2)[nH]c2ccc(OC)cc23)cc1	-12	-1	1	7	0	6	-15	0
CNc1nc(Nc2ccc(C)c(Cl)c2)c2cnn(C)c2n1	0	-9	2	-18	-14	-43	22	16
COC(=O)C1=C(C)N(Cc2ccccc2)C(=NCCc2ccccn2)N[C@H]1c1cccc(C(F)(F)F)c1	-11	6	-7	-14	-7	-4	52*	48*
Cc1c(NC(=O)C(C)Sc2nnc(-c3ccccc3)o2)c(=O)n(-c2ccccc2)n1C (stereo unspecified)	3	-3	0	2	-3	23	3	12
O=C(CSc1nnc(-c2ccc(F)cc2)o1)N1CCN(C(=O)c2ccco2)CC1	3	-5	-5	-7	-17	-3	-5	1
Cc1ccc(C(=O)Nc2cccc(S(=O)(=O)N3CCCCC3)c2)cc1[N+](=O)[O-]	-1	-1	-7	-12	-7	12	-5	9
Cc1cccc(OCC(=O)N(Cc2cccs2)C2CCS(=O)(=O)C2)c1C (stereo unspecified)	5	-4	0	-6	-6	1	8	8
CSc1ncc(Cl)c(C(=O)Nc2ccccc2[N+](=O)[O-])n1	0	-1	6	1	-5	14	-12	-2
CC(C)CC(C(=O)O)N1C(=O)[C@@H]2[C@H](C1=O)[C@@H]1C[C@H]2C(Br)C1Br (stereo partly specified)	1	-2	11	11	5	9	-3	-6
Cc1onc(-c2ccccc2)c1C(=O)Nc1nnc(N2CCCCCC2)s1	-6	-5	3	2	1	-55	-3	15
CC(C)c1ccc(Cc2nnc(NCCCO)[nH]c2=O)cc1	0	-2	-9	-3	-14	-7	-4	1
O=C(Cc1ccccc1)Nc1ccccc1C(=O)N1CCCCC1	3	-6	5	-9	-12	15	2	-3
O=C(c1cc(COc2ccc(F)cc2Cl)on1)N1CCC(c2ccncc2)CC1	1	-10	4	6	28	-2	-1	17
O=C(C[n+]1cccc(/C=N/O)c1)N(Cc1ccccc1)Cc1ccccc1	0	-4	-13	-5	-12	15	2	-5
CC(C)Cn1c(N)c(C(=O)COC(=O)c2cc(C3CC3)nc3ccccc23)c(=O)n(C)c1=O	·	1	-6	-7	-9	·	12	17
O=C(N/N=C/c1ccc(Br)s1)c1ccccc1[N+](=O)[O-]	2	-3	-2	1	-25	21	-5	-6
Cc1cc(=S)[nH]c2ccccc12	2	19	-1	1	-14	-1	-2	2
CC(C)(C)c1cc[n+](-c2[nH]c(=O)sc2/C=N/N=C(\[O-])c2ccccc2)cc1	3	-1	1	11	1	25	-24	-1
Cc1ccc(Sc2cnc3ccccc3n2)cc1	2	2	7	-2	8	7	13	14
COc1ccc(-c2sc3cc4c(cc3c2-c2ccc(OCCN3CCOCC3)cc2)OCO4)cc1	1	-9	6	2	-35	-325	?	14
COc1cc2c(cc1OC)CN(CCC(=O)c1ccc(Br)cc1)CC2	-5	-8	-7	-15	9	-289	-2	0
O=C(c1ccccn1)N1CCCC(N2CCN(c3cccc(C(F)(F)F)c3)CC2)C1 (stereo unspecified)	-1	0	-11	-2	10	6	-12	17

Next section
SMILES	SENP1 FRET inh	APOBEC3G inh	SENP7 inh	SENP8 block-1	SENP6 block	SENP8 block-2	UBC13 inh	Apaf-1 inh
O=S(=O)(N/N=C\c1ccc(-c2ccccc2Cl)o1)c1ccccc1	-6	3	-3	0	-2	-72	-11	6
CCOc1ccc(NC(=O)CN2CCN(CC(=O)Nc3ccc4c(c3)OCCO4)CC2)cc1	1	-4	-9	1	-3	18	3	-11
O=C(NC(=S)Nc1ccc(CN2CCOCC2)cc1)c1ccc(-c2ccc(Cl)cc2)o1	·	-7	12	-5	-15	·	1	11
CC(=O)c1cc(Cl)ccc1OCC(=O)Nc1cccc(S(=O)(=O)N2CCCC2)c1	2	-9	-5	-21	5	-3	6	33
Cc1cc(=O)[nH]c(N/N=C/C(C)c2ccccc2)n1 (stereo unspecified)	1	-7	4	0	-16	47*	15	-11
[O-]/C(=C(\C(=S)Nc1ccc(SC(F)F)cc1)[n+]1ccccc1)c1ccc(Cl)cc1Cl	-2	-1	3	2	-8	17	0	17
CCOc1ccc2oc(C(=O)NC(C)(C)CC)c(C)c2c1	-1	-12	10	-4	7	-58	15	17
COc1ccccc1OCC(=O)Nc1cc(NC(=O)COc2ccccc2OC)cc(C(=O)O)c1	0	-9	2	-3	1	-1	-4	2
O=C(O)c1ccc(Cl)c(S(=O)(=O)NCc2ccco2)c1	2	-3	4	-13	-10	43*	-1	0
CCC(=O)Nc1ccc(NC(=S)NC(=O)Cc2ccccc2)cc1	3	-6	-9	-5	-10	17	-17	16
Cc1cccc(-n2ncc3c2CCCC3NC(=O)C2=CC(=O)CC(C)(C)O2)c1C (stereo unspecified)	0	-4	1	-4	-10	1	-6	10
O=C(Nc1ccc(S(=O)(=O)Nc2ccccc2)cc1)C1COc2ccccc2O1 (stereo unspecified)	3	-6	-3	-6	-15	13	10	14
Cc1ccc2nc(SC(C)C(=O)NC3CCCC3)[nH]c2c1 (stereo unspecified)	1	-9	12	0	3	0	14	-3
O=C(Nc1ccc(F)cc1)Nc1ccc(S(=O)(=O)N2CCCC2)cc1	1	-7	5	-6	2	12	3	2
C=CCNC(=O)/C(C#N)=C/c1ccc2c(c1)OCCO2	-1	-5	-3	-8	-18	-18	-13	8
CC(C)c1nnc(NC(=O)CCC(=O)NC2CCCCCC2)s1	2	-6	-2	8	1	4	-6	-14
CCn1cc(CCCC(=O)NCc2cccnc2)c2ccccc21	2	-8	5	0	8	7	2	-1
FC(F)(F)C(F)(F)C(F)(F)c1nnc2ccc(N3CCOCC3)nn12	0	-3	0	-4	-19	6	4	11
COc1ccccc1CNS(=O)(=O)c1ccc(N2CCCC2)cc1Br	2	3	-2	·	·	8	·	11
CCC(=O)c1ccc(OCC(=O)Nc2ccccc2N2CCCCC2)cc1	2	-4	-7	0	0	10	-1	1
CCn1c(SCC(=O)N(Cc2ccccc2)C2CCS(=O)(=O)C2)nc2ccccc2c1=O (stereo unspecified)	1	-5	5	1	13	12	5	10
Cc1ccc(C(=O)NN2CCOCC2)cc1[N+](=O)[O-]	0	-6	10	-1	-9	15	0	-2
COc1ccc(CN(C(=O)c2cc3ccccc3oc2=O)C2CCCC2)cc1	-1	-4	5	1	-9	15	-7	0
COC(=O)C(C(=O)OC)C(C[N+](=O)[O-])c1ccc(O)c(OC)c1 (stereo unspecified)	1	-4	6	-7	-2	27	9	-2
